Assay outcomes deposited in PubChem by The Scripps Research Institute Molecular Screening Center.
TAAR1 ag: agonists of human TAAR1; AID 624467; 0.99% of 360,000 active; activation, % at 3 µM; CHO RD-HGA16 TAAR1, Fluo-8 calcium fluorescence; vehicle wells 0%, saturating PEA agonist 100%;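 active = activation above the mean activation of all test compounds in the run plus 3 SD, cut at about 38% in these data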
Target sequence (Q96RJ0 whole entry, looked up): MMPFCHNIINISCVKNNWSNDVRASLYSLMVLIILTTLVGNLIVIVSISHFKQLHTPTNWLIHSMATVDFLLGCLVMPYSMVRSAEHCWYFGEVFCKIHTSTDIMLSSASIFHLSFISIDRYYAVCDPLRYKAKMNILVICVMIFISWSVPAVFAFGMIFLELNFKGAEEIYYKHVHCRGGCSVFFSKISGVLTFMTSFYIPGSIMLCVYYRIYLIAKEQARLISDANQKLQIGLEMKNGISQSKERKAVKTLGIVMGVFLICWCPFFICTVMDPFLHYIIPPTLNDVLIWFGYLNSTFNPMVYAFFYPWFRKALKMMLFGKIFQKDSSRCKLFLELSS
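Signal – calcium-sensitive Fluo-8 signal, excitation 470-495, emission 515-575 nm · System – RD-HGA16 (CHO) cells co-expressing Gα16 and hTAAR1 · Incubation – 17-24 h seeding, 75 min 37 °C dye, 30 min RT · Compound dosing – 3 µM single concentration · Repeats – no replicates (n 1)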
CHO-K1 Ca antag: nonselective inhibitor or artifact in parental CHO-K1 cells; inhibition, % at 3 µM; ATP-induced calcium, Fluo-8 fluorescence; 0.6% of 360,000 active; AID 602250;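 active = inhibition above a per-plate cutoff, the plate's mean sample inhibition plus 3 SD, cut at about 24% in these data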;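 also: 0% = DMSO plus EC80 ATP and 100% = DMSO alone without ATP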
OXTR potentiate: human OXTR potentiation; P30559; CHO-OTR cells, Fluo-8 calcium fluorescence, potentiator mode; 0% = oxytocin EC15, 100% = EC100; activation, % at 3 µM; 0.061% of 320,000 active; AID 2445;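 active = activation above that plate's cutoff, the mean activation of tested compounds plus 3 SD, cut at about 6.6% in these data, passing the limit was not always enough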;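 also: 100% uses oxytocin at 75 nM as the full agonist control; some results filed as inactive read as strong as hits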
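Dosing: Single dose, 3.0 µM nominal final compound concentration | Material: Human OTR in CHO cells | Technique: Kinetic Fluo-8 calcium fluorescence | Benchmarks: EC15 oxytocin alone as 0%, 75 nM oxytocin as 100% | Probe or stimulus: Oxytocin at about EC15, sub-maximal agonist stimulus | Incubation: Compound 6 min at room temperature before oxytocin, 100 s read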
CHO parental Ca: counter-screen for OX1R antagonists: effect in parental CHO cells; AID 463079; parental CHO-K1, ATP-induced calcium, Fluo-8 fluorescence; inhibition, % at 5.6 µM; 0.63% of 330,000 active;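 active = inhibition above that plate's mean sample inhibition plus 3 SD, cut at about 26% in these data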;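 also: 0% = ATP-challenged DMSO wells and 100% = DMSO wells without ATP; some compounds past the cut are filed as inactive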
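Assay system – parental CHO cells · Reagent – ATP stimulus · Detection – intracellular calcium via Fluo-8 no-wash fluorescent dye · Evaluation – percent inhibition of ATP-evoked calcium rise, normalized to controls · Controls – ATP wells versus no-ATP DMSO wells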
V1R ag counter: activates human V1a receptor in oxytocin agonist counter-screen | 0.25% of 320,000 active | activation, % at 3 µM | AID 2797 | P37288 | CHO-V1R cells, Fluo-8 calcium fluorescence, agonist mode; 0% DMSO, 100% 3 nM vasopressin;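 active = activation above the mean activation of all tested compounds plus 3 SD, per screening run, cut at about 20% in these data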;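 also: signal is peak over basal fluorescence ratio across a 100 second FLIPR read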
Target sequence (P37288 whole entry, looked up): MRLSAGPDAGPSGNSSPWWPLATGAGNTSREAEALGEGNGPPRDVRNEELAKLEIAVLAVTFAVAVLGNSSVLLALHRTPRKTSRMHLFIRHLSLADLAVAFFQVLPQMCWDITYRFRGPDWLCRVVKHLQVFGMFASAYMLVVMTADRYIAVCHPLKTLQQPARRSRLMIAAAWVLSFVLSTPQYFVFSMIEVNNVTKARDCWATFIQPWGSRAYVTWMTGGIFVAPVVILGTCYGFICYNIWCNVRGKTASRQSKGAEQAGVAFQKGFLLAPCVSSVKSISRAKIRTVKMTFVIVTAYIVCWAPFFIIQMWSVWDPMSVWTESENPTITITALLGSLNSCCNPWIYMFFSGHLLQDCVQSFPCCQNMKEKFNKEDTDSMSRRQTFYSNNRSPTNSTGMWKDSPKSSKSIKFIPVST
TAAR1 antagonist: antagonists of human TAAR1; Q96RJ0; CHO RD-HGA16 TAAR1, Fluo-8 calcium fluorescence, antagonist; inhibition, % at 3 µM; 1.5% of 360,000 active; AID 624466;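 active = inhibition above a per-plate cutoff, the mean inhibition of test compounds on that plate plus 3 SD, cut at about 49% in these data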;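 also: 0% = DMSO plus EC80 beta-PEA response and 100% = DMSO alone without agonist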
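Test system: CHO RD-HGA16 cells bearing hTAAR1 | Reagent: β-PEA, EC80 | Compound dosing: 3 µM, single point | Schedule: Dye loading 75 min at 37 °C, then 30 min room temperature | Signal: Calcium fluorescence with Fluo-8 | Evaluation: Percent inhibition of PEA-evoked calcium signal, max/basal emission ratio | Control set: DMSO-only wells and EC80 β-PEA-stimulated wells | Repeats: Singlicate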
M1 PAM parental: nonselective activator or artifact in parental CHO-K1 calcium assay; 0.02% of 360,000 active; activation, % at 3 µM; ATP EC20, Fluo-8 calcium fluorescence; 0% at ATP EC20, 100% at ATP max;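 active = activation above the run cutoff, the mean activation of all test compounds plus 3 SD, cut at about 40% in these data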;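 also: peak over basal fluorescence ratio in a 140 s read after ATP addition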
CHO-K1 Ca ag: nonselective activator or artifact in parental CHO-K1 cells | Fluo-8 calcium fluorescence; scaled to maximal ATP response, vehicle zero | activation, % at 3 µM | 0.48% of 360,000 active; in the data active = activation above about 15%;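 also: untransfected CHO-K1 host cells lacking M1 receptor as counterscreen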
M1 ag: human M1 muscarinic receptor agonism | P11229 | activation, % at 3 µM | 0.33% of 360,000 active | AID 588814 | CHO-K1 hM1, Fluo-8 calcium fluorescence, agonist mode; 0% DMSO, 100% acetylcholine EC100;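 active = activation above the run's mean compound activation plus 3 SD, cut at about 16% in these data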;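 also: peak over basal fluorescence ratio within a 140 s kinetic read after compound addition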
* marks the source's active call; other numbers are inactive results; nt = no result given.

cpd	compound	TAAR1 ag	CHO-K1 Ca antag	OXTR potentiate	CHO parental Ca	V1R ag counter
1	CCOC(=O)c1sc(NC(=O)c2c(C)nn(Cc3ccccc3)c2C)cc1C	2	3	-17	4	0.6
2	CCC(=O)N(Cc1ccc2c(c1)OCO2)Cc1cc2cc(OC)ccc2[nH]c1=O	-1	-10	-3	-22	1.9
3	COc1ccc(CNC(=O)CN2C(=O)c3ccccc3S2(=O)=O)cc1	-3	4	nt	nt	nt
4	O=C(CC(Sc1ccccc1)c1cccs1)c1ccco1 (configuration not stated)	-1	-16	-10	-3	-0.9
5	COc1ccc(C2=NOC(C(=O)Nc3cccnc3)C2)cc1OC (configuration not stated)	0	-12	2	-2	2.0
6	Cc1nn(CC(=O)Nc2c(F)c(F)cc(F)c2F)c(=O)c2cccn12	5	2	-6	0	0.2
7	CN(C(=S)NC(=O)C1CC1)c1ccc(O)cc1	8	0	-6	2	1.1
8	Cc1ccc(S(N)(=O)=O)cc1NC(=O)c1ccc2c3c(cccc13)CC2	-1	0	-3	-13	1.2
9	C=CCc1cccc2cc(C(=O)NC3=C(C#N)CCC3)c(=O)oc12	3	-6	9	-11	-0.3
10	CC(C)CCN1CCC(CN2C(=O)C(=O)NC[C@@H]2Cc2ccccc2)CC1	2	-6	nt	nt	nt
11	CC(C)c1ccc(/C=N/n2cnnc2)cc1	1	-4	-3	-8	-0.8
12	COc1ccc2c(c1OC)C(=O)OC2C/C(=N\NC(N)=O)c1ccccc1 (configuration not stated)	5	-7	-2	-11	0.1

cpd	TAAR1 antagonist	M1 PAM parental	CHO-K1 Ca ag	M1 ag
1	17	15	1.3	-4
2	4	17	0.5	-2
3	18	1	-0.9	-6
4	31	8	0.2	-10
5	1	12	0.5	-1
6	-5	-11	0.5	-1
7	-9	12	2.3	-5
8	-2	9	-0.2	-1
9	10	15	-0.1	-3
10	-29	13	1.0	-2
11	-13	6	0.1	-5
12	-5	2	0.7	-4

Following part:
cpd	compound	TAAR1 ag	CHO-K1 Ca antag	OXTR potentiate	CHO parental Ca	V1R ag counter
13	COc1cc2c(cc1OC)C(C)N(C(=O)c1nccnc1C(=O)O)CC2 (configuration not stated)	0	4	-15	-36	0.4
14	Cc1nnc(SCc2nnc(-c3cccs3)o2)n1Cc1ccccc1	0	-21	-12	6	-0.7
15	CCO/C(C)=C1\C(=O)Nc2ccccc21	0	-19	-1	-8	-0.2
16	O=C(COc1ccc(Br)cc1CO)Nc1ccc(F)cc1	4	-1	-14	-6	3.3
17	COc1ccc(-c2nc(-c3ccccc3)c(-c3cccs3)[nH]2)cc1OC	15	-13	-8	-2	-1.0
18	CCOC(=O)CCNC(=O)c1ccccc1Br	4	-13	-2	3	1.0
19	O=C(CSc1nnnn1-c1ccc(O)cc1)c1cc2ccccc2o1	25	-5	-13	-3	5.4
20	COc1ccc(Oc2ccccc2C#N)cc1	7	-1	-2	-13	-1.9
21	CCn1cc(CNCc2cn[nH]c2-c2cc3ccccc3o2)cn1	13	1	-5	-22	0.4
22	COc1c(C(=O)Nc2c(C)n(C)n(-c3ccccc3)c2=O)ccc2ccccc12	5	-4	-15	-7	-0.8
23	O=C1NCCCC1C(=O)NCCNC(=O)C(F)(F)F (configuration not stated)	7	-12	-2	-12	-0.2
24	COC(=O)c1cc(NC(=O)CN(C)Cc2ccccc2)cc(C(=O)OC)c1	0	-14	-4	-9	0.2

cpd	TAAR1 antagonist	M1 PAM parental	CHO-K1 Ca ag	M1 ag
13	-2	-10	0.2	-2
14	0	-2	1.4	-6
15	0	19	0.5	-10
16	-1	5	3.0	-2
17	44	14	1.6	-10
18	-6	21	3.1	-4
19	-28	11	2.3	2
20	9	-4	-0.6	-3
21	-7	2	0.0	-10
22	-14	20	0.0	-4
23	-19	-2	-0.1	-4
24	-36	21	1.0	-6

Given with two lines to a compound: part of the list above.
The line under a structure holds: TAAR1 ag | CHO-K1 Ca antag | OXTR potentiate | CHO parental Ca | V1R ag counter | TAAR1 antagonist | M1 PAM parental | CHO-K1 Ca ag | M1 ag
14	Cc1nnc(SCc2nnc(-c3cccs3)o2)n1Cc1ccccc1
    0 | -21 | -12 | 6 | -0.7 | 0 | -2 | 1.4 | -6
22	COc1c(C(=O)Nc2c(C)n(C)n(-c3ccccc3)c2=O)ccc2ccccc12
    5 | -4 | -15 | -7 | -0.8 | -14 | 20 | 0.0 | -4
19	O=C(CSc1nnnn1-c1ccc(O)cc1)c1cc2ccccc2o1
    25 | -5 | -13 | -3 | 5.4 | -28 | 11 | 2.3 | 2

Additional compounds
cpd	compound	TAAR1 ag	CHO-K1 Ca antag	OXTR potentiate	CHO parental Ca	V1R ag counter
25	Cn1c(SCC(=O)NNC(=O)c2ccc(Br)cc2)nnc1-c1cccnc1	-1	-11	0	-3	-0.1
26	CCOC(=O)CCCNC(=O)COC(=O)/C=C/c1ccc2c(c1)OCO2	5	-13	-7	-9	-0.1
27	CCOc1ccc(Nc2c3c(nc4ncnn24)CC(C)CC3)cc1 (configuration not stated)	3	-17	-11	-9	-1.2
28	CCOC(=O)c1sc2ncn(/N=C/c3ccc(O)c(OC)c3)c(=O)c2c1C	1	-5	-13	-12	-1.1
29	CN(C)c1ccc(CNS(=O)(=O)c2csc(C(N)=O)c2)cc1	2	6	-8	6	-0.3
30	COc1ccc(C2CC(=O)C3=C(C2)Nc2ncnn2C3c2ccccc2C)cc1 (configuration not stated)	9	-6	-2	-8	2.5
31	CNC(=O)c1cc2cc(OC)ccc2oc1=N	7	1	-15	-2	0.7
32	COc1ccc(-c2ccc(=O)n(Cc3cccc([N+](=O)[O-])c3)n2)cc1	0	-7	-7	4	7.1
33	CCCCn1cnc2c(c(CC#N)nn2-c2ccccc2)c1=N	4	-7	nt	nt	nt
34	Cc1ccc(NC(=S)NC(=O)C2CCCC2)c(Br)c1	8	-15	-8	-9	0.0
35	CC(=O)c1cccc(NC(=O)C(C)OC(=O)c2ccc3ncsc3c2)c1 (configuration not stated)	1	-11	-9	-18	1.0
36	Cc1cc(NC(=O)c2nn(C)c(C)c2[N+](=O)[O-])no1	22	-17	-1	1	1.1

cpd	TAAR1 antagonist	M1 PAM parental	CHO-K1 Ca ag	M1 ag
25	28	12	0.6	-11
26	-6	15	0.3	-4
27	-17	31	0.7	-7
28	5	1	0.4	-11
29	-4	-1	3.0	0
30	7	17	2.5	-1
31	-3	-2	-0.1	-4
32	-1	6	8.3	-1
33	-10	5	0.0	-6
34	24	-6	-0.6	-7
35	-10	5	1.1	-1
36	11	13	0.2	-3

More records:
cpd	compound	TAAR1 ag	CHO-K1 Ca antag	OXTR potentiate	CHO parental Ca	V1R ag counter
37	CSc1nc(O)c(C(c2ccc(C)cc2)c2c(O)nc(SC)[nH]c2=O)c(=O)[nH]1	2	2	-2	-5	0.3
38	CC/C(=N\NS(C)(=O)=O)c1ccccc1	3	nt	-13	11	-0.1
39	Cc1c(Cl)cccc1NC(=O)CNc1ccccc1F	0	4	-4	-14	-0.2
40	COc1ccccc1Nc1nnc(SCC(=O)Nc2nc(-c3ccc(F)cc3)cs2)s1	10	-14	-1	3	0.6
41	Fc1ccc(Br)cc1C1C=C(c2cccnc2)Nc2ncnn21 (configuration not stated)	nt	-9	-10	-4	-0.4
42	COc1ccc(C2c3ccc4ccccc4c3Oc3ncn(CCN4CCOCC4)c(=N)c32)cc1 (configuration not stated)	6	1	-6	-4	2.2
43	CC1CCCCC1NC(=O)COC(=O)CCC(=O)c1cccs1 (configuration not stated)	-1	3	1	-11	-0.9
44	CCC(C)NC(=O)c1ccc(Cl)c(S(=O)(=O)Nc2ccccc2N2CCOCC2)c1 (configuration not stated)	5	-13	2	-27	0.0
45	COc1ccc2oc(C(=O)N(C)Cc3ccc4c(c3)OCCO4)c(C)c2c1	3	-9	-10	-24	1.4
46	Cc1cc(C)n2cc(CSc3nnnn3C)nc2n1	8	-5	-10	-4	0.9
47	Cc1cc(OCC(F)(F)C(F)(F)C(F)(F)C(F)F)nc(N)n1	5	8	-10	-9	1.2
48	COCCCN1C(=O)CC(C(=O)OC)=C1C	2	-6	-8	-9	-0.5

cpd	TAAR1 antagonist	M1 PAM parental	CHO-K1 Ca ag	M1 ag
37	9	-10	-0.3	-2
38	2	nt	nt	nt
39	-4	12	0.2	-6
40	-10	-10	-0.6	-1
41	nt	30	0.8	0
42	-12	12	1.1	-5
43	-5	-10	0.3	-3
44	3	4	0.6	-2
45	-4	-1	2.5	-3
46	1	12	0.1	-6
47	3	9	0.7	-1
48	2	-2	-0.3	-14

Other records follow.
cpd	compound	TAAR1 ag	CHO-K1 Ca antag	OXTR potentiate	CHO parental Ca	V1R ag counter
49	O=C(O)c1cc2ncc(CCO)cn2n1	1	-1	-13	5	0.5
50	O=C(c1ccc2c3n(nc2c1)-c1ccccc1CO3)N1CCOCC1	nt	-2	-7	-16	-0.5
51	CCC(=O)NC(=S)Nc1ccc(Cl)cn1	1	-11	-10	7	-0.1
52	COc1cccc(/C=N/Nc2ncnc3scc(-c4ccccc4)c23)c1O	12	1	-9	-8	3.4
53	CCOc1ccc(N2CC(C(=O)NC(C)C)CC2=O)cc1 (configuration not stated)	1	1	-10	-13	-0.3
54	C=CCn1c(NC(=O)c2ccc(Br)o2)c(C(=O)OCC)sc1=S	5	8	-5	-7	1.5
55	CCOC(=O)C1CCCN(C(=O)c2ccc(F)c(Cl)c2)CC1 (configuration not stated)	1	-9	nt	nt	nt
56	CCC(C)C(NS(=O)(=O)c1ccc(C)cc1)C(=O)Oc1ccc2c3c(c(=O)oc2c1)CCC3 (configuration not stated)	0	-27	-1	-36	0.3
57	CCNC(=O)N(C)c1c(CC)nc2ccc(C(=O)N3CCN(S(=O)(=O)CC)CC3)cn12	3	-6	nt	nt	nt
58	O=S(=O)(c1ccc(S(=O)(=O)N2CCN3CCCC3C2)cc1)N1CCCC1 (configuration not stated)	10	-6	3	-8	0.1
59	O=C(COC(=O)CCSc1ccc(Cl)cc1)NCc1ccccc1	-1	-2	-2	-11	1.4

cpd	TAAR1 antagonist	M1 PAM parental	CHO-K1 Ca ag	M1 ag
49	-6	14	0.1	-5
50	nt	13	0.1	-5
51	6	15	0.4	-4
52	43	1	6.5	-4
53	-12	17	-0.5	2
54	-16	-13	0.9	2
55	-11	9	0.8	-6
56	18	49*	3.9	-4
57	-3	28	0.8	-3
58	-13	15	0.6	-8
59	-2	5	0.6	-2
